KLK7 zymogen act – proKLK7 zymogen activators, primary screen, biochemical, fluorescence intensity. Kallikrein-7 (Homo sapiens), P49862. purified proKLK7, EDANS-DABCYL substrate fluorescence; 100% is mature enzyme control, 0% vehicle. activation, % at 7 µM. 370,000 compounds, 0.9% hits;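 active = activation above the mean of all tested compounds plus 3 SD, computed per campaign excluding outliers beyond control limits, cut at about 13% in these data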
UHRF1 MBD2 ctr – UHRF1 methylated DNA binding inhibitors, primary screen, counter-screen for MBD2 inhibitor project, biochemical, TR-FRET, human UHRF1, single concentration; 370,000 compounds, 0.75% hits; UHRF1 binding to methylated oligo; inhibition, % at 4.4 µM; E3 ubiquitin-protein ligase UHRF1 (Homo sapiens), Q96T88; in the data active = inhibition above about 21%;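 note: UHRF1 SRA domain binding a hemimethylated CpG hairpin DNA probe; 0% = median of test compound wells and 100% = reference inhibitor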
ASAP1 inh – inhibitors of human ASAP1 ArfGAP activity, primary screen, biochemical, fluorescence polarization; 360,000 compounds, 0.19% hits; Arf-GAP with SH3 domain, ANK repeat and PH domain-containing protein 1 (Homo sapiens), …; ASAP1-stimulated ARF1 GTP hydrolysis, GDP FP detection; AID 624377, 2012; inhibition, % at 16.5 µM; in the data active = inhibition above about 25%;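 note: 0% = vehicle with enzyme and substrate and 100% = no enzyme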
DDE Tn7 FP inh – inhibitors of Tn7 peptide binding to fibrin DD(E), primary screen, biochemical, fluorescence polarization, human fibrin, Tn7 probe; inhibition, % at 8.3 µM; 370,000 compounds, 0.13% hits; FP displacement of FITC-Tn7 peptide from fibrin DD(E); 0% = median of compound wells per plate; AID 720508, 2013;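 active = inhibition above the mean of compounds falling within the control limits plus 3 SD of them, cut at about 14% in these data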;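 note: 0% = plate median of compound wells and 100% = 10 µM Aha-Tn7 peptide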
Target sequence (P02675 whole entry, looked up): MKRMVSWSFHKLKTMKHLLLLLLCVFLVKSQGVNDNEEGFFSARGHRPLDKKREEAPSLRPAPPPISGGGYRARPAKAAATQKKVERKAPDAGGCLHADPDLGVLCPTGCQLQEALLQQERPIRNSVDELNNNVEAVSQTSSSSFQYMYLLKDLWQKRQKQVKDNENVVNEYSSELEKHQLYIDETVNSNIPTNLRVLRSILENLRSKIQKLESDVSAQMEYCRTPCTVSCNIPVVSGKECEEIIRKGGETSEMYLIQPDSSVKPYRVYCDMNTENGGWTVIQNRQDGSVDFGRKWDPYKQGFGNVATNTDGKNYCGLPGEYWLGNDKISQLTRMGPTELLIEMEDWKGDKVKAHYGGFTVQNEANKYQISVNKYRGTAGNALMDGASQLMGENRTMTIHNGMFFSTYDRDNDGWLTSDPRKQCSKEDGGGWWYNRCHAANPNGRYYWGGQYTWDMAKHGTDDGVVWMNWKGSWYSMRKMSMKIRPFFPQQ
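Measure: % inhibition scaled between sample-field median and high-control FP; Test system: human fibrin DD(E); Quantity: 2 µM final DD(E) protein; Doses: one dose, 8.3 µM nominal; Schedule: compound with protein 10 min, then 3 h after probe, room temperature; Detection: fluorescence polarization; Medium: Tris buffer with calcium and detergent, pH 7.8.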
PLC-beta3 inh – human PLC-beta3 inhibitors, primary screen, biochemical, fluorescence; Purified PLC-beta3, fluorogenic substrate; 1-phosphatidylinositol 4,5-bisphosphate phosphodiesterase beta-3 (Homo sapiens), Q01970; inhibition, % at 12.2 µM; 370,000 compounds, 0.18% hits; in the data active = inhibition above about 11%;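 note: 0% = median of compound wells on plate and 100% = full blocker control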
PLCg1 inh – PLC-gamma1 enzyme inhibitors, primary screen, biochemical, fluorescence, purified enzyme; fluorogenic substrate; 1-phosphatidylinositol 4,5-bisphosphate phosphodiesterase gamma-1 (Homo sapiens), P19174; AID 720700, 2013; 370,000 compounds, 0.84% hits; inhibition, % at 12.2 µM; in the data active = inhibition above about 9.5%
ARFGAP1 inhibitor – inhibitors of rat ARFGAP1 GAP activity, primary screen, biochemical, fluorescence polarization, GDP tracer. Arfgap1-stimulated ARF1 GTP hydrolysis, GDP FP detection. AID 651572, 2012. 360,000 compounds, 0.26% hits. inhibition, % at 16.5 µM;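 active = inhibition above a per-plate limit, mean inhibition of low control wells plus 3 SD, cut at about 25% in these data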;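 note: 0% = DMSO wells with enzyme and 100% = wells lacking Arfgap1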
Target sequence (Q62848 1-136 limits assumed): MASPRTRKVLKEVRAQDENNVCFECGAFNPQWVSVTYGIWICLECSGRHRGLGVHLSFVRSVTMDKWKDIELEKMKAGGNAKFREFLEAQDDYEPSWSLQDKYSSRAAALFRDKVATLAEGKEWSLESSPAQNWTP
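system = rat Arfgap1 catalytic domain, aa 1-136 | technique = FP, GDP Alexa 633 tracer displaced from anti-GDP antibody, 620/688 nm | compound = one concentration, 16.5 µM, DMSO 1.26% | medium = HEPES-based buffer, pH 7.5 | timing = compound-enzyme preincubation 20 min, reaction 120 min, detection 60 min, 25 °C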
DDE Tn6 FP inh – inhibitors of Tn6 peptide binding to fibrin DD(E), primary screen, biochemical, fluorescence polarization, human fibrin, Tn6 probe; Fibrin DD(E) TRITC-Tn6 fluorescence polarization displacement; AID 720509, 2013; inhibition, % at 8.3 µM; Fibrinogen beta chain (Homo sapiens), P02675; 370,000 compounds, 0.21% hits;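 active = inhibition above a per-campaign cutoff: mean of compounds within control limits plus 3 SD, cut at about 15% in these data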;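 note: 0% = median of all compound wells on the plate and 100% = blocking peptide control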
MBD2 DNA inh – inhibitors of MBD2 binding to methylated DNA, primary screen, biochemical, TR-FRET, DNA-binding domain, human; Methyl-CpG-binding domain protein 2 (Homo sapiens), Q9UBB5; MBD2 binding to methylated oligonucleotide; inhibition, % at 4.4 µM; 370,000 compounds, 0.31% hits; in the data active = inhibition above about 13%
Target sequence (Q9UBB5 whole entry, looked up, the tested form may be a part): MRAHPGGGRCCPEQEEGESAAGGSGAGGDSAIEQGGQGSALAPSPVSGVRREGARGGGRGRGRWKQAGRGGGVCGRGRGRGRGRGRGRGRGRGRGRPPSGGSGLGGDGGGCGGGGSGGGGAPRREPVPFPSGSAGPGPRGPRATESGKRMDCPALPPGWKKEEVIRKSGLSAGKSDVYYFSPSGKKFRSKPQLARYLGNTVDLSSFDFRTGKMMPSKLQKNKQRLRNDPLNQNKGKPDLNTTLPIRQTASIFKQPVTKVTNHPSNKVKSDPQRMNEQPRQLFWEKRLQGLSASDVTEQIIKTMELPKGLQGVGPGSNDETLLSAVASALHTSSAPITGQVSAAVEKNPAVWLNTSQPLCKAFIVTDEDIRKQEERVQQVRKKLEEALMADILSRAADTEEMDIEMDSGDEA
ADAM17 inh – ADAM17 inhibitors, primary screen, biochemical, QFRET. inhibition, % at 6.95 µM. 370,000 compounds, 0.83% hits. Disintegrin and metalloproteinase domain-containing protein 17 (Homo sapiens), P78536. recombinant ADAM17, EDANS/DABCYL FRET peptide cleavage;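 active = inhibition above the mean of compounds lying between control limits plus 3 SD, set per campaign, cut at about 8.5% in these data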;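 note: 0% = DMSO-only wells as the low control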
Active calls of the source: *.

smiles	KLK7 zymogen act	UHRF1 MBD2 ctr	ASAP1 inh	DDE Tn7 FP inh	PLC-beta3 inh	PLCg1 inh	ARFGAP1 inhibitor	DDE Tn6 FP inh	MBD2 DNA inh	ADAM17 inh
CNc1ccc(/C=C2\CSc3ccccc3C2=O)cc1[N+](=O)[O-]	-0.8	-4	0	-2	-6	3	-2	19*	-5	-2
CN(C)C(=O)c1ccc(NC(=O)CSc2nnc(-c3cccs3)n2N)cc1	-0.9	2	-4	6	3	-1	0	3	-3	-1
Brc1cc(Br)c(Oc2cc(Br)c(Br)cc2Br)cc1Br	-0.4	0	5	-8	3	3	-2	-1	2	-2
COc1ccc(Cl)cc1C(=O)Nc1ccc(NC(=O)c2ccco2)cc1	-15	-2	-4	1	-14	-10	11	-4	-4	-89
O=C(Nc1ccccc1)c1cccc(S(=O)(=O)N2CCCCC2)c1	0.6	-1	1	-9	1	4	8	-10	0	1
CCOC(=O)c1c(-c2ccc(-c3ccccc3)cc2)csc1NC(=O)c1cccc(N2C(=O)CCC2=O)c1	-0.4	-2	-9	-10	-2	-2	1	-5	-1	-2
Cc1ccc(NC(=O)COc2ccccc2)cc1S(=O)(=O)N1CCCCC1	-0.4	-3	-7	4	-4	0	3	0	-7	2
COc1cc(/C=N/NC(=O)c2ccncc2)cc2c1OCO2	-0.7	2	-3	-1	-24	-17	-6	-4	-1	-4
Nc1ccc2cccc(O)c2c1	-0.7	-4	-14	-5	-11	-5	0	-6	-7	-1
CNC(=O)c1nnsc1S(=O)(=O)c1ccc(Cl)cc1	-0.4	-3	9	-6	6	3	-2	-3	-3	3
CCOC(=O)c1ccc(CSc2n[nH]c(C)n2)o1	0.5	-3	9	0	4	3	-2	4	0	-4
C=CCn1c(SC(F)F)nc2scc(-c3ccco3)c2c1=O	-2.9	11	-3	3	-55	-27	-3	-4	2	6
N#CCC(=O)Nc1ccc(C(F)(F)F)cc1N1CCOCC1	-0.3	1	1	1	-1	-2	0	2	-3	-1
COc1ccc(N2C(=O)CCC(C(=O)NCc3cccnc3)C2c2ccc(OC)c(OC)c2)cc1 (configuration not stated)	1.0	2	0	8	2	1	4	-5	-3	-3
CN(C)S(=O)(=O)c1cccc(NC(=O)Cc2ccsc2)c1	0.1	3	-18	-2	-5	-2	-5	-6	-2	1

Three compounds from above, ordered by the number in PLC-beta3 inh, lowest first:
SMILES | PLC-beta3 inh
COc1cc(/C=N/NC(=O)c2ccncc2)cc2c1OCO2 | -24
Nc1ccc2cccc(O)c2c1 | -11
CN(C)S(=O)(=O)c1cccc(NC(=O)Cc2ccsc2)c1 | -5

(next part)
smiles	KLK7 zymogen act	UHRF1 MBD2 ctr	ASAP1 inh	DDE Tn7 FP inh	PLC-beta3 inh	PLCg1 inh	ARFGAP1 inhibitor	DDE Tn6 FP inh	MBD2 DNA inh	ADAM17 inh
OCCNc1ncnc2c1c(-c1ccccc1)c(-c1ccccc1)n2Cc1ccco1	-1.5	-1	5	-5	-23	-15	-4	-7	1	-14
Cc1cc(Cl)ccc1OCC(=O)NNC(=O)c1cccs1	-0.2	-1	12	1	4	3	-2	-9	-5	6
COc1cccc(C(C(=O)NCc2ccccc2)N2CCN(c3ccccc3F)CC2)c1OC (configuration not stated)	0.2	0	0	1	0	0	1	1	-5	-1
COc1ccc(NC(=O)CCS(=O)(=O)c2cccc3nonc23)c(OC)c1	-0.6	-1	-1	2	-1	2	-1	0	-2	-4
COc1ccc(-n2c(Cc3cccn3C)nnc2SCC(=O)Nc2ccc(F)cc2F)cc1	0.1	-2	0	-5	-1	-1	-8	-3	-1	1
COc1ccccc1C(=O)Nc1ccc2c(c1)OCO2	-0.3	-4	2	-3	2	0	-14	-6	-3	0
Oc1ccc(C[C@H]2CNCCN2CC2CCCCC2)cc1	-0.6	1	5	-5	2	4	3	6	-5	0
Cc1ccc(S(=O)(=O)CCC(=O)OCC(=O)NCCc2ccccc2)cc1	-0.2	-1	2	-6	-5	-2	4	4	2	-2
CCCCCOc1ccc(C(=O)CCC(=O)N2CCCC2)cc1	-0.5	1	-11	1	0	3	-9	-3	1	1
COc1ccccc1N1CCN(C(CNS(=O)(=O)c2ccc(C)cc2)c2cccnc2)CC1 (configuration not stated)	0.4	0	13	-4	1	-1	2	-2	-2	-4
O=C1CN(S(=O)(=O)c2ccccc2)CCN1	-0.1	-2	-8	-12	4	-2	10	-1	-3	-2
CC(=O)c1cccc(N(C(=O)CS(=O)CC(=O)Nc2ccc(F)cc2)C(C(=O)NC2CCCCC2)c2ccc(C)o2)c1 (configuration not stated)	0.1	2	-10	0	4	6	3	5	0	6
C=CCNC(=O)CN(Cc1ccccc1)S(=O)(=O)c1ccc(C)cc1	-0.3	-1	7	-4	-1	4	-7	4	1	0
CCOC(=O)C1CCCN(C(=O)/C=C/c2cccc([N+](=O)[O-])c2)C1 (configuration not stated)	0.0	1	0	-4	4	0	5	-1	3	5
CN(C)S(=O)(=O)c1cccc(C(=O)Nc2ccc(Cl)cn2)c1	0.4	1	10	1	3	1	1	5	-3	-3
COc1ccc(C2C(C#N)=C(N)Oc3cc(O)ccc32)cc1Cl (configuration not stated)	1.0	2	7	-2	-49	-27	17	5	0	-3
COc1ccccc1N1CCN(C(=O)CSc2nnc(NC(=O)C3CCC3)s2)CC1	-0.1	-1	-4	-1	5	-3	1	7	1	-3
Fc1cccc(NC(=S)NCCc2ccccc2)c1	0.1	-1	-2	-1	0	3	3	1	0	-1
N#Cc1cnc(SCCc2ccccc2)nc1N	-0.3	-4	5	5	-21	-16	6	-4	2	-2
CCC(C)(C)NC(=O)C(c1ccc(OC)cc1)N(Cc1cccs1)C(=O)CCC(=O)Nc1cc(C)on1 (configuration not stated)	0.5	13	10	2	1	2	8	-4	7	0
COc1ccccc1CNC(=O)c1cc(-c2ccc(F)cc2C)n[nH]1	0.9	1	-7	-1	1	-2	-3	-1	0	-2
CCC(c1nnnn1C(C)(C)C)N1CCN(C2CCCC2)CC1 (configuration not stated)	0.1	1	2	-1	6	4	4	-7	-1	-1
Clc1cccc(Nc2ncnc3c2cnn3-c2ccccc2)c1	0.6	-4	-12	-3	-57	-42	15	-11	4	-1
O=C(O)c1ccccc1-c1ccccc1C(=O)Nc1ccc(OC(F)(F)F)cc1	0.3	-3	9	-15	-5	-2	12	-3	-4	1
O=C(c1ccccc1)N1CCCC(C(=O)N2CCc3ccccc3C2)C1 (configuration not stated)	0.4	0	6	-1	4	2	-10	7	-1	-1
COc1cc(/C=N/NC(=O)c2cc(C)oc2C)ccc1O	-1.4	-4	-11	8	-25	-10	15	6	-1	-4
Cc1cccc(N2CCN(C(=O)CSc3ccc4c(c3)OCCO4)CC2)c1C	-0.4	0	0	-5	-5	-1	-8	3	-1	5
CCN(CC(=O)Nc1c(F)cccc1F)C(=O)c1ccc(S(=O)(=O)N(CC)c2ccccc2)cc1	-0.1	-1	6	2	-9	3	2	-2	0	-1
O=[N+]([O-])c1ccc(CN2CCN(c3ccc(Cl)cc3)CC2)o1	-0.8	-3	8	3	-3	-1	-8	5	-1	-2
CC[C@@H]1C(=O)[C@H](Cc2ccccc2)[C@H]2CCCC(=O)N3CC[C@@H]1[C@@H]23	0.4	-1	-1	3	-1	-1	-4	-13	-2	-3

Results in KLK7 zymogen act, DDE Tn7 FP inh and PLC-beta3 inh, for some of the entries so far:
SMILES | KLK7 zymogen act | DDE Tn7 FP inh | PLC-beta3 inh
O=C(O)c1ccccc1-c1ccccc1C(=O)Nc1ccc(OC(F)(F)F)cc1 | 0.3 | -15 | -5
COc1ccccc1CNC(=O)c1cc(-c2ccc(F)cc2C)n[nH]1 | 0.9 | -1 | 1
Fc1cccc(NC(=S)NCCc2ccccc2)c1 | 0.1 | -1 | 0

The results go on.
smiles	KLK7 zymogen act	UHRF1 MBD2 ctr	ASAP1 inh	DDE Tn7 FP inh	PLC-beta3 inh	PLCg1 inh	ARFGAP1 inhibitor	DDE Tn6 FP inh	MBD2 DNA inh	ADAM17 inh
Cc1ccc(S(=O)(=O)NCCC(=O)N2CCCCCCC2)cc1	-0.2	-1	-13	-3	-2	0	9	2	4	-1
COc1cc(C(=O)NNC(=O)c2ccccc2Br)ccc1OCC(=O)N1CCOCC1	-0.3	-1	-6	1	-8	-1	-12	4	3	-2
COC(=O)CCC[C@H](C)[C@@H](NS(=O)(=O)c1ccc(C)cc1)C(C)(C)C	-0.1	1	2	3	-2	-2	-1	-7	9	-2
CC(O)c1nc2ccccc2n1CC(=O)N1CCN(c2ccccc2)CC1 (configuration not stated)	0.0	3	17	-5	4	11*	-3	-3	-2	1
CN(C)c1ccc(C(c2nnnn2C(C)(C)C)N2CCN(C(=O)c3ccco3)CC2)cc1 (configuration not stated)	0.0	0	-6	1	-2	-3	7	2	7	-4
Cc1nc2ccccn2c1C(=O)C(=O)Nc1cc(F)ccc1F	0.0	5	4	-5	-3	3	7	-1	-1	2
Cc1cccc(C)c1N/C=C/c1onc(C)c1[N+](=O)[O-]	-0.3	-2	4	-6	-2	0	8	6	10	-4
CCOC(=O)N1CCC(N2C(=O)c3ccc(C(=O)Nc4cccc(OC)c4)cc3C2=O)CC1	0.7	-1	-8	2	-5	-1	-4	4	-8	0
CC1CC(C)CN(C(=O)c2ccc(NC(=O)c3ccc(=O)[nH]c3)cc2)C1 (configuration not stated)	-0.3	-2	5	-7	2	-1	4	3	-3	0
NC(=O)C1Cc2ccccc2CN1S(=O)(=O)c1cccs1 (configuration not stated)	0.4	1	12	-1	-1	0	2	1	-2	3
O=C(c1cc2ccccc2o1)N1CCN(Cc2ccccc2)CC1	0.0	1	-1	-9	-10	0	4	5	-4	0

Bioassay records deposited in PubChem BioAssay by The Scripps Research Institute Molecular Screening Center.
